# NALP1 yeast inh: NALP1 inflammasome inhibitors in reconstituted yeast, colorimetric, S. cerevisiae, triplicate retest | actives 0.61% (n = 280,000) | S. cerevisiae NALP1/ASC/caspase-1 growth, X-gal OD620, 72 h | AID 2071, 2009 | inhibition, % at 10 µM; in the data active means inhibition mostly above about 24%, no sharp cut-off; inactive means mostly below about 32%; further: some compounds called inactive have numbers as strong as hits
# MEKK2 WT-MEK5: modulators of MEK5 binding to wildtype MEKK2, primary screen, biochemical, multiplex bead flow cytometry, Alexa488-MEK5. Alexa488-MEK5 binding to MEKK2 WT; actives lie on both sides. binding response (% of control), % at 10 µM. actives 1.1% (n = 290,000). AID 1531, 2009; in the data active means binding response below about 67% or above about 130%
# MEKK3 PB1 HTS: modulators of MEKK3-MEK5 PB1 binding, primary screen, biochemical, wildtype MEKK3, multiplex bead flow cytometry, Alexa488-MEK5. actives 1.4% (n = 290,000). Mitogen-activated protein kinase kinase kinase 3 (Homo sapiens), Q99759. bead-based flow cytometry, Alexa488-MEK5 binding to MEKK3; actives lie on both sides; 0 = blocked by unlabeled MEK5, 100 = vehicle. binding response (% of control), % at 10 µM;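 active means binding response more than 3 SD above or below the average of its plate-row segment, actives on both sides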;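 further: Alexa488 bead fluorescence after subtracting the streptavidin-only scavenger bead signal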
# Target sequence (Q99759 whole entry, looked up): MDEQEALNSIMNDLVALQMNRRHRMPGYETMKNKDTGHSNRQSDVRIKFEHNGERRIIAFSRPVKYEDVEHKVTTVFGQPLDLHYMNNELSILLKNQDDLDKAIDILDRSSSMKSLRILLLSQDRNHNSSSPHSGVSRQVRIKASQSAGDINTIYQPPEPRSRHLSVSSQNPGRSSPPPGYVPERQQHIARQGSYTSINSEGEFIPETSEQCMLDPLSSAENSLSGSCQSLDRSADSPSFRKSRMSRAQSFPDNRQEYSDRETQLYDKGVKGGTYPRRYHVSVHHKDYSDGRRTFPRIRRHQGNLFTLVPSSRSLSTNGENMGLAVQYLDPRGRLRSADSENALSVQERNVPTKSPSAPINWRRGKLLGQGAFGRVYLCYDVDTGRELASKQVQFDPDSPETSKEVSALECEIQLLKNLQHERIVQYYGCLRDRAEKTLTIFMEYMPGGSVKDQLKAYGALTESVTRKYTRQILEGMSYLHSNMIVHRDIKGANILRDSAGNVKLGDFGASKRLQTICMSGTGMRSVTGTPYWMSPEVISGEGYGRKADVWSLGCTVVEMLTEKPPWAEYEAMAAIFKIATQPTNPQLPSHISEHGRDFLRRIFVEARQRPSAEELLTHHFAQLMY
# MEKK2 mut-MEK5: MEK5 binding signal on mutant MEKK2 PB1, primary screen, biochemical, multiplex bead flow cytometry, Alexa488-MEK5. actives 0.35% (n = 290,000). percent response, % at 10 µM. Alexa488-MEK5 binding to MEKK2 mutant. AID 1530, 2009; in the data active means percent response above about 24%, passing the limit was not always enough; further: inactives centre near 1; some results filed as inactive read as strong as hits; reference of the scale not given here
# GalR3 antag: GalR3 antagonists in HEK293 cells, primary screen, cell-based, fluorescence readout; Galanin receptor type 3 (Homo sapiens), O60755; HEK293 GalR3-CNG cAMP membrane potential fluorescence; galR3 body fused to GalR1 C-terminus; inhibition, % at 3 µM; actives 0.44% (n = 360,000);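 active means inhibition above the screen-wide average plus 3 SD, cut at about 13% in these data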;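 further: forskolin and galanin both at EC90 stimulate the cells; cAMP rise reported by CNG channel membrane potential dye signal; 0% = forskolin plus galanin with DMSO and 100% = forskolin alone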
# Target sequence (O60755 1-299 limits assumed): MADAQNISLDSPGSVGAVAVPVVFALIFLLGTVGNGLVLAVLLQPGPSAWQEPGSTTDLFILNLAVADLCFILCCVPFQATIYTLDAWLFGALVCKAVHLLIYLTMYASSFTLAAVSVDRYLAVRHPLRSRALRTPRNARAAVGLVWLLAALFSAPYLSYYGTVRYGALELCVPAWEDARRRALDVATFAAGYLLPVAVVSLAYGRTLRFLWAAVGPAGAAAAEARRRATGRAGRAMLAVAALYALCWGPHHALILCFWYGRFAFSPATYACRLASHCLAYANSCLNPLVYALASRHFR
# GPR7 antag: GPR7 receptor antagonists, primary screen, cell-based, fluorescence, single concentration | Neuropeptides B/W receptor type 1 (Homo sapiens), P48145 | GPR7-expressing cells, fluorescence antagonist assay | inhibition, % at 4.4 µM | actives 1.1% (n = 290,000) | AID 1861, 2009; in the data active means inhibition above about 16%, passing the limit was not always enough;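 further: cells stimulated with the agonist NPW; 0% = agonist with vehicle and 100% = vehicle without agonist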
# OXTR agonist: human OXTR agonists, primary screen, fluorescence, CHO-OTR cells, Fluo-8 calcium; Oxytocin receptor (Homo sapiens), P30559; Fluo-8 calcium fluorescence; normalized: DMSO 0%, oxytocin 100%; activation, % at 3 µM; actives 0.32% (n = 320,000); AID 2435, 2010;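 active means activation above the mean of all tested compounds plus 3 SD, cutoff set per screening run, cut at about 20% in these data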;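 further: peak over basal fluorescence ratio from a 100 s FLIPR kinetic read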
# V1aR counter: agonists of human V1a receptor, primary screen, counter-screen for OXTR agonist project, fluorescence, CHO-V1R cells | Vasopressin V1a receptor (Homo sapiens), P37288 | Fluo-8 calcium fluorescence, agonist mode; 0% DMSO, 100% 3 nM vasopressin | activation, % at 3 µM | actives 0.25% (n = 320,000) | AID 2797, 2010;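 active means activation above the mean activation of all tested compounds plus 3 SD, per screening run, cut at about 20% in these data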;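 further: signal is peak over basal fluorescence ratio across a 100 second FLIPR read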
# PHOSPHO1 inh: PubChem AID 1565; actives 1.1% (n = 290,000); recombinant PHOSPHO1, absorbance phosphatase assay; inhibition, % at 13.3 µM; Phosphoethanolamine/phosphocholine phosphatase (Homo sapiens), Q8TCT1; in the data active means inhibition above about 60%
# Active calls of the source: *; / = not tested or not shown; & = joins results of further samples; [ ] = another dose, or the depositor's remark.
SMILES,NALP1 yeast inh,MEKK2 WT-MEK5,MEKK3 PB1 HTS,MEKK2 mut-MEK5,GalR3 antag,GPR7 antag,OXTR agonist,V1aR counter,PHOSPHO1 inh
C[C@@H](NC(=O)[C@@H]1Cc2ccccc2CN1C(=O)OC(C)(C)C)C(=O)NCC1CCCO1 (some centres not stated),0.3,104.0,105.0,2.0,-6.2,-20.1,0.9,0.6,-11.4
Cc1c(Cl)cccc1NC(=O)CN1CCC(NC(=O)C2CCCCC2)CC1,-5.3,103.0,100.0,2.0,-2.5,5.5,1.0,1.1,8.7
O=C(NCc1ccc(N2CCCC2=O)cc1)c1cn(Cc2ccccc2)nn1,3.7,118.0,109.0,8.0,-4.1,-9.6,-0.4,0.1,-27.7
O=S1(=O)CCC(n2ncc3c2/C(=C/c2ccccc2)CC3)C1 (configuration not stated),28.7,101.0,103.0,1.0,-4.4,8.1,0.6,0.3,8.8
CCOc1cccc(Oc2ncccc2C(=O)/C(C#N)=C/N(C)C)c1,11.0,/,/,/,-4.6,-6.5,0.0,0.2,20.1
CCOC(=O)C1=C(CS(=O)(=O)c2ccccc2)NC(=O)NC1c1ccccc1OC (configuration not stated),2.8,103.0,104.0,6.0,2.1,-9.7,2.3,3.9,42.6
CC(C)(C)C(=O)CN1C(=O)NC(c2ccccc2)(c2ccccc2)C1=O,9.9,103.0,102.0,3.0,-9.8,0.9,-1.1,-0.8,23.9
Cn1c(=O)c2[nH]c(CNCc3ccccc3Cl)nc2n(C)c1=O,3.2,102.0,102.0,0.0,-4.3,3.5,4.1,1.4,7.1
CCOc1ccc(C(=O)NCCCN(CC)CC)cc1,7.6,101.0,101.0,2.0,-6.5,-1.3,-0.5,-0.1,1.0
CCCOC(=O)c1c(NC(=O)C2CCCO2)sc(C(=O)OC)c1C (configuration not stated),14.8,93.0,94.0,-4.0,-4.6,2.5,-0.6,0.6,16.5
COC(=O)c1cc(/C=C/c2ccccc2)[nH]n1,7.5,99.0,98.0,0.0,-1.6,5.8,0.1,1.6,-17.7
CCCCOC(=O)C(C)Nc1n[nH]c(=O)[nH]c1=O (configuration not stated),1.3,95.0,92.0,-10.0,-2.4,1.5,-0.1,0.5,5.1

# Quoted at random: four entries already listed
SMILES,NALP1 yeast inh,MEKK2 WT-MEK5,MEKK3 PB1 HTS,MEKK2 mut-MEK5,GalR3 antag,GPR7 antag,OXTR agonist,V1aR counter,PHOSPHO1 inh
CCOc1cccc(Oc2ncccc2C(=O)/C(C#N)=C/N(C)C)c1,11.0,/,/,/,-4.6,-6.5,0.0,0.2,20.1
CC(C)(C)C(=O)CN1C(=O)NC(c2ccccc2)(c2ccccc2)C1=O,9.9,103.0,102.0,3.0,-9.8,0.9,-1.1,-0.8,23.9
Cn1c(=O)c2[nH]c(CNCc3ccccc3Cl)nc2n(C)c1=O,3.2,102.0,102.0,0.0,-4.3,3.5,4.1,1.4,7.1
Cc1c(Cl)cccc1NC(=O)CN1CCC(NC(=O)C2CCCCC2)CC1,-5.3,103.0,100.0,2.0,-2.5,5.5,1.0,1.1,8.7

# Next structures follow.
SMILES,NALP1 yeast inh,MEKK2 WT-MEK5,MEKK3 PB1 HTS,MEKK2 mut-MEK5,GalR3 antag,GPR7 antag,OXTR agonist,V1aR counter,PHOSPHO1 inh
c1ccc(OCc2nn3c(-c4n[nH]c5c4CCC5)nnc3s2)cc1,10.1,97.0,96.0,-9.0,3.0,/,0.6,1.5,43.7
Cc1csc(SCC(=O)Nc2ccc(S(=O)(=O)N3CCCC3)cc2)n1,11.7,104.0,105.0,5.0,-5.2,-4.8,2.1,7.7,23.0
CCOC(=O)c1c(N)c2cc([N+](=O)[O-])ccc2n1C,-11.3,101.0,106.0,5.0,1.2,-14.9,-2.1,-0.7,5.5
COc1ccc(C2C=C(c3ccccc3)Nc3nnnn32)cc1 (configuration not stated),-5.8,102.0,101.0,2.0,-0.6,1.2,2.9,1.2,13.3
N#CCc1c(C#N)c(N)nc(N2CCCC(CO)C2)c1C#N (configuration not stated),0.2,98.0,100.0,-3.0,-1.1,-5.8,-0.3,0.1,-39.4
O=C(COc1ccccc1)N=C1SC2CS(=O)(=O)CC2N1c1ccc(F)cc1F (configuration not stated),0.1,98.0,97.0,5.0,-2.9,-2.4,2.0,0.5,19.9
CC(C)(c1ccccc1)c1ccc(OCC(O)CNC2CCN(Cc3ccccc3)CC2)cc1 (configuration not stated),14.9,252.0*,98.0,62.0*,-3.2,23.7,19.1,6.5,12.3
COCCn1c(SCC(=O)NNC(=O)c2ccc(OC)c(OC)c2)nc2ccccc2c1=O,-7.6,98.0,101.0,-4.0,-5.6,-9.6,1.4,-0.4,44.2
O=C(NCc1ccco1)c1ccccc1Br,-3.0,103.0,100.0,4.0,-1.4,-15.2,1.5,0.8,19.8
Cc1ccc(NC(=O)Cc2ncc(C(F)(F)F)cc2Cl)cc1Cl,1.6,101.0,102.0,0.0,-4.1,-12.4,13.6,4.4,9.7
O=C(CCn1cccc1)Nc1ccc(F)cc1,13.6,96.0,95.0,-1.0,-6.8,7.5,-0.2,2.8,-10.9
CC(C)Oc1ccc(C(CC(=O)N2CCOCC2)C(C)C)cc1 (configuration not stated),0.9,115.0,117.0,16.0,-9.7,-7.7,-1.3,-0.6,52.2
O=C(N/N=C/c1ccccc1)c1ccc(NC(=O)c2ccc(F)cc2)cc1,14.3,97.0,98.0,-1.0,3.9,9.1,0.0,1.8,20.0
FC(F)(F)c1nc2ccccc2n2c(-c3c(Cl)cccc3Cl)nnc12,-3.1,/,/,/,-0.4,4.1,-3.0,-1.9,24.2
COc1cccc2cc(C(=O)N3CCN(C/C=C/c4ccccc4)CC3)c(=O)oc12,0.9,97.0,103.0,3.0,-3.5,-6.7,-1.2,0.5,-4.6
COc1ccccc1N(CC(O)Cn1ccnc1C)S(=O)(=O)c1ccccc1 (configuration not stated),2.7,95.0,98.0,-7.0,3.5,-10.2,-0.9,1.0,4.0
CN(CC(=O)NCCc1ccccc1)Cc1ccco1,7.1,93.0,97.0,-4.0,-8.7,-9.8,0.6,0.1,30.5
Cc1cc(C)c(N2C(=O)C3C4CC(=O)C(c5ccccc54)C3C2=O)c(C)c1 (configuration not stated),/,102.0,99.0,2.0,-8.4,-15.7,0.1,0.3,18.8
Cc1noc(C)c1S(=O)(=O)Nc1c(C)n(C)n(-c2ccccc2)c1=O,15.2,109.0,108.0,6.0,-2.7,10.7,-0.3,0.8,-7.4
Cc1ccc(S(=O)(=O)c2c(COC(=O)c3cccc(Cl)c3)c(-c3ccccc3)nn2C)cc1,5.3,96.0,96.0,0.0,-2.6,-6.0,-1.1,0.4,-7.1
Clc1cccc(NC2=NCCC2)c1,21.4,100.0,98.0,-3.0,1.3,-4.7,0.8,0.1,23.8
CCOC(=O)C1(CCOc2ccccc2)CCN(Cc2ccc(O)cc2)CC1,29.0,111.0,104.0,1.0,-8.7,19.9,8.4,7.5,13.9
CCOCCCNCc1c(Cl)cccc1Cl,15.3,104.0,113.0,0.0,-0.8,-1.8,-0.8,2.6,1.6
NNC(=O)CSc1nnnn1-c1ccccc1,11.7,60.0,56.0,-17.0,-4.8,5.4,0.0,0.3,1.5
Cc1ccc(C(=O)CNc2ccc(F)cc2)cc1,12.9,102.0,104.0,-2.0,-2.6,-1.4,-1.8,-0.1,-10.9
CCOC(=O)c1ccc(C(=O)OCC)c(NC(=S)Nc2ccc([N+](=O)[O-])cc2OC)c1,-1.0,113.0,104.0,7.0,-4.7,-6.9,1.8,2.9,-8.9
Cc1nc(-c2ccc(S(=O)(=O)Nc3cc(S(=O)(=O)N(C)C)ccc3C)s2)cs1,4.3,96.0,100.0,2.0,0.7,-0.4,0.2,-0.6,3.3
O=C(CSc1ccccn1)Nc1nc2ccccc2s1,12.7,98.0,97.0,-1.0,-3.1,21.2,-1.5,-0.3,3.2
COc1ccc(CNCCNC(=O)c2nonc2N)cc1OC,15.9,97.0,95.0,1.0,-2.4,-11.1,1.8,0.7,0.1
Cc1ccc(C(=O)Nc2ccc(C(=O)N/N=C/c3cccnc3)cc2)cc1,26.8,101.0,96.0,-4.0,-7.7,0.2,-1.1,-0.4,28.0
COc1cc(Nc2nc3ccccc3n3nnnc23)cc(OC)c1OC,-1.0,101.0,98.0,1.0,6.9,-0.5,0.3,0.1,8.6
COc1cc2c(cc1OC)CN(CC(=O)Nc1cccc(C)c1)CC2,8.6,99.0,102.0,1.0,-5.2,6.8,-1.2,-0.5,-12.8
COc1ccc(-c2noc(N3CCC(C(=O)NCCCN4CCC(C)CC4)CC3)n2)cc1,20.3,108.0,102.0,3.0,/,-1.9,1.5,1.5,1.8
S=C(NCCN1CCOCC1)Nc1cccc(Cl)c1,29.9,110.0,112.0,5.0,-7.8,-8.3,0.7,1.0,-1.0
COc1cc2c(cc1OC)CN(C(=O)CSc1nnc3scc(-c4ccccc4)n13)CC2,12.4,99.0&96.0,110.0&96.0,-3.0&1.0,1.0,-11.0,-0.5,-0.5,50.6
COc1cc(C(=O)NC2CCCc3c2cnn3-c2ccccc2F)cc(OC)c1OC (configuration not stated),0.1,100.0,102.0,0.0,-9.8,-0.7,-1.2,-0.7,23.5
Cc1ccc(NC(=O)CSc2ncn(-c3ccccc3)n2)cc1C,-8.5,95.0,103.0,1.0,-4.7,1.4,-0.9,0.5,-22.9
CCOC(=O)CNC(=O)CNC(=O)c1ccc(OC(C)C)cc1,-3.2,52.0,53.0,-37.0,0.7,-10.5,0.6,0.8,15.9
COc1ccc(CCC(=O)NCCS(=O)(=O)N2CCN(c3ccc(OC)cc3)CC2)cc1,-0.9,103.0,102.0,1.0,-8.4,-18.6,4.8,6.6,22.2
Cc1cc(C)n(CC(O)COCc2ccccc2)n1 (configuration not stated),14.3,98.0,99.0,-1.0,-2.1,8.0,-0.9,0.4,-3.3
COc1cc(C(=O)NNC(=S)NC(=O)c2ccc(F)cc2)cc(OC)c1OC,/,99.0,99.0,-7.0,-3.9,1.5,2.7,7.4,-107.4
CCOc1ccc(C2c3[nH]c4ccccc4c3CCN2Cc2cccn2-c2ncccn2)cc1 (configuration not stated),/,122.0,102.0,12.0,-5.1,13.3,-1.5,-0.4,32.1
CCOCC(=O)Nc1nc2ccccc2s1,0.1,110.0,114.0,7.0,-0.9,9.0,2.1,0.8,-10.4
COc1ccc(/C=C(\NC(=O)c2cccs2)C(=O)NC(C)(C)C)cc1OC,3.2,105.0,104.0,9.0,-6.3,-1.1,0.2,4.3,35.1
CCOC(=O)c1c(NC(=O)CSc2nnc(-c3ccco3)o2)sc(C(C)=O)c1C,16.1,105.0,107.0,14.0,-8.7,-2.7,3.0,2.8,11.7
COc1ccc2c(c1)C1CC(C)(NC(=O)C1S(=O)(=O)c1ccc(F)cc1)O2 (configuration not stated),25.1,104.0,101.0,9.0,-2.5,0.5,-0.9,-1.0,1.1
CC(C)NC(=O)C1CCN(C(=O)N(C)C)CC1,-7.3,-3.0*[inhibitor],1.0*[inhibitor],-20.0,-9.4,-5.8,-0.2,0.9,39.0
